ASK1 primary: ASK1 kinase inhibitors, primary screen, biochemical, AlphaScreen | AID 1159602, 2016 | inhibition, % at 7.44 µM | Mitogen-activated protein kinase kinase kinase 5 (Homo sapiens), Q99683 | 0.99% of 22,000 active | AlphaScreen MKK6 phosphorylation by ASK1, luminescence; in the data active = inhibition above about 35%;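 also: 0% = median of compound wells and 100% = no enzyme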
Target sequence (Q99683 whole entry, looked up): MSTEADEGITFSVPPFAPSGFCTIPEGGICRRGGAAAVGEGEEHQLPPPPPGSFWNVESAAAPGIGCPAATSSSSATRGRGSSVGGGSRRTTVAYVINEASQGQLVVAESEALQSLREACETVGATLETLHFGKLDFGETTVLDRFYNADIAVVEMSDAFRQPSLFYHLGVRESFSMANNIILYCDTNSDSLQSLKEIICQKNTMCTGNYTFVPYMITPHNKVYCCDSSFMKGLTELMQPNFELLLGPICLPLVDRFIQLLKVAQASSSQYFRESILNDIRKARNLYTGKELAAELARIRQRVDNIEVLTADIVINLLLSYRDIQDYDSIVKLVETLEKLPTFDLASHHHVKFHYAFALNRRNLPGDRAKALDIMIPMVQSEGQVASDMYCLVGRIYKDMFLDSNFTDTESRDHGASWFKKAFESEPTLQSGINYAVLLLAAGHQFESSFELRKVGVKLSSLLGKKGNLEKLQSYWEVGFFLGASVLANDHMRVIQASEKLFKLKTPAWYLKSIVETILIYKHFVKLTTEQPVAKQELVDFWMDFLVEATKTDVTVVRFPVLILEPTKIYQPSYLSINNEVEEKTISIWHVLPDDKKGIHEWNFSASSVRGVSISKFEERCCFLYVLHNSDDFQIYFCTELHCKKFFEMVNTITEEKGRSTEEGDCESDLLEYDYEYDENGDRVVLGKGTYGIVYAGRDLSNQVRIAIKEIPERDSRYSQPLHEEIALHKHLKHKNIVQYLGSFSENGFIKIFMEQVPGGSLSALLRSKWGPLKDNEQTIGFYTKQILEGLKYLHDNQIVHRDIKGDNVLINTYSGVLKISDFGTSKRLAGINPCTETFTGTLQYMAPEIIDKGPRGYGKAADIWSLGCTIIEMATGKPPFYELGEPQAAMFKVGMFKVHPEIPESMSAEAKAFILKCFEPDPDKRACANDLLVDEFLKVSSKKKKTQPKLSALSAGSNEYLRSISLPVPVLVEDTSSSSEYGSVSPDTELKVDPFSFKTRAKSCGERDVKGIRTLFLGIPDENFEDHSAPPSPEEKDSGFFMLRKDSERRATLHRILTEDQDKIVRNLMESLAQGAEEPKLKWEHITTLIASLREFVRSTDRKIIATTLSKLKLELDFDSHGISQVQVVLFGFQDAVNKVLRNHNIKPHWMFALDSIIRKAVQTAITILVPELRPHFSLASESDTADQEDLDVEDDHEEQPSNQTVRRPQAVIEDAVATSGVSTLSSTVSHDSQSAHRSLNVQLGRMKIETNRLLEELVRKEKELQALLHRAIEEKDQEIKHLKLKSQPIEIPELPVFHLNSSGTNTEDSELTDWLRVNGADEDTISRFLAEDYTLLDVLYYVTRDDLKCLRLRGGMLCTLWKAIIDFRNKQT
ULK1 primary: ULK1 kinase inhibitors, primary screen, biochemical, AlphaScreen. Serine/threonine-protein kinase ULK1 (Homo sapiens), O75385. AlphaScreen Atg13 phosphorylation by ULK1, luminescence. inhibition, % at 5.96 µM. 1.9% of 30,000 active. AID 1259251, 2017; in the data active = inhibition above about 43%;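 also: 0% = median of compound wells and 100% = no enzyme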
Active calls of the source: *; · = no result given.

nr	Molecule	ASK1 primary	ULK1 primary
1	CCNc1nccc(NCc2ccccc2)n1	-28	-2
2	Nc1nc(Nc2ccc3c(c2)OCO3)cc(Nc2ccncn2)n1	24	8
3	CC(C)n1c(-c2ccccc2)nc2c(NC3CCN(Cc4ccccc4)CC3)ncnc21	23	-8
4	CN1CCN(C(=O)c2ccc(-c3cc(C(=O)NCCO)ccn3)cc2)CC1	-21	2
5	Cc1cnc(Nc2ccc(-n3ccnc3)cc2)nc1NCc1nc2ccccc2[nH]1	2	6
6	O=C1CCCN1CCn1cnc2c(NCc3ccccc3)nc(-c3ccc(N4CCOCC4)nc3)nc21	-3	8
7	Fc1cc(-c2nc(Nc3ccc(CN4CCOCC4)cc3)ncc2F)cc(N2CCOCC2)c1	7	14
8	CC(=O)Nc1ccc(NC(=O)c2csc(-c3ccc(N4CCOCC4)nc3)n2)cc1	-7	-1
9	Cn1nccc1Nc1nc2ccc(C(=O)NCc3cccc(C(F)(F)F)c3)cc2s1	-12	-18
10	CCN(CC)c1cc(-c2ccccn2)nc(-c2ccccn2)n1	·	-5
11	Cc1cccc(CC(=O)Nc2cnn(-c3cccc(C(=O)Nc4cccc(Cl)c4)c3)c2)c1	-7	-20
12	O=C(NCCc1ccc(O)cc1)c1ccnc(Nc2ccccc2)c1	2	-5
13	COc1cc(Nc2nc(Nc3ccncc3)nc3c2ncn3C(C)C)cc(OC)c1OC	22	12
14	CS(=O)(=O)Nc1ccc(-c2cnc3[nH]c(=O)c4ccccc4c3c2)cc1	-6	5
15	FC(F)(F)c1ccc(Cn2cnc3c(Nc4ccc(N5CCOCC5)cc4)nc(NCc4cccnc4)nc32)cc1	33	-15
16	Cc1nn(C)c(C)c1-c1cccc(C(=O)Nc2ccccc2)n1	5	-8
17	COc1ccc(CCNc2nc(-c3cccc(C(C)=O)c3)nc3c2ncn3-c2ccccc2)cc1	0	-2
18	COc1cc(Nc2nc(NCc3cccnc3)ncc2C)cc(OC)c1OC	-1	21
19	Nc1nc(NCc2ccc3c(c2)OCO3)cc(Nc2ccc(N3CCOCC3)cc2)n1	33	16
20	CCCNc1ccnc(N2CCN(c3ccccn3)CC2)n1	-5	6
21	Cc1cncc2c(S(=O)(=O)N3CCCN(C(=O)CN)C[C@@H]3C)cccc12	4	7
22	CC(=O)Nc1ccc(Nc2nc(-c3ccc(C(=O)N4CCN(C)CC4)cc3)ncc2C)cc1	-1	10
23	COc1ccc(-c2nc(NCCCN3CCCC3=O)c3ncn(C(C)C)c3n2)cn1	-2	8
24	COC(=O)CCCN1C(=O)c2ccccc2C1=O	·	2
25	CC(C)n1cnc2c(NC3CCN(Cc4ccccc4)CC3)nc(N3CCC(N4CCOCC4)CC3)nc21	6	5
26	CN1CCN(C(=O)c2ccc(-c3cc(NC4CC4)ncn3)cc2)CC1	-4	8
27	CC(C)c1nc2c(-c3cn[nH]c3)cccc2c(=O)[nH]1	10	13
28	COc1ccc(CCNc2nc(Nc3ccc(C(F)(F)F)cc3)nc3c2ncn3CCN2CCCC2=O)cc1	9	-37
29	CC(C)(C)NC(=O)CSc1nnc2n1CCN2c1ccccc1	·	-5
30	O=C1CCCN1CCCNc1nc(NCc2cccc(C(F)(F)F)c2)c2ncn(-c3ccccc3)c2n1	14	-7

Values by screen from the entries so far.
ULK1 primary for entries 17–25: -2, 21, 16, 6, 7, 10, 8, 2, 5
ASK1 primary for entries 17–25: 0, -1, 33, -5, 4, -1, -2, ·, 6

2 successive compounds out of the list so far, quoted:
nr	Molecule	ASK1 primary	ULK1 primary
29	CC(C)(C)NC(=O)CSc1nnc2n1CCN2c1ccccc1	·	-5
30	O=C1CCCN1CCCNc1nc(NCc2cccc(C(F)(F)F)c2)c2ncn(-c3ccccc3)c2n1	14	-7

New compounds follow:
nr	Molecule	ASK1 primary	ULK1 primary
31	CC1(C)Cc2cccc(OCc3ccc(C(=O)NCC4CCCO4)cc3)c2O1 (configuration not stated)	·	-1
32	COc1cc(Nc2cc(NCc3cccnc3)ncn2)cc(OC)c1OC	-5	-1
33	Cc1ccc(NC(=O)CCC(C(=O)O)N2C(=O)c3ccccc3C2=O)cc1 (configuration not stated)	·	7
34	CCOC(=O)N1CCN(C(=O)CCN2C(=O)/C(=C/c3cccs3)SC2=S)CC1	·	4
35	NC(=O)c1ccc(-c2cc(Nc3ccc(Oc4ccccc4)cc3)nc(N)n2)cc1	-13	-54
36	COc1cc(Nc2cc(NCCOc3ccccc3)nc(N)n2)cc(OC)c1OC	8	-3
37	COC(=O)C(CC(C)C)N1C(=O)c2ccc3c4c(ccc(c24)C1=O)CC3 (configuration not stated)	·	-18
38	Cc1cccc(NC(=O)CCc2ccccc2)c1N1CCC2(CC1)OCCO2	-2	-4
39	COc1ccc(-c2cc(N)nc(N)n2)cc1	-16	-3
40	Cc1nn(C)c(C)c1-c1nc(NCCOc2ccccc2)c2ncn(-c3ccccc3)c2n1	-5	8
41	OCC1CCCN1c1nccc(NCc2cccnc2)n1 (configuration not stated)	4	4
42	COc1ccc(CCNc2nc(-c3ccccc3)nc3c2ncn3-c2ccsc2)cc1	-2	-9
43	O=C(NCCN1CCOCC1)c1cccc(-n2ncc3c2CCC(NCc2ccccc2)C3)c1 (configuration not stated)	-13	-5
44	Cc1c(NS(=O)(=O)c2cccc3nsnc23)c(=O)n(-c2ccccc2)n1C	·	-11
45	COc1cc(Nc2nc(-c3cccc(C(C)=O)c3)nc3nc[nH]c23)cc(OC)c1OC	17	3
46	Cn1cc(-c2ccnc(Nc3ccc(N4CCOCC4)cc3)c2)cn1	-1	26
47	O=C(Nc1ccc(-c2cn[nH]c2)cc1SCCN1CCCC1)C1COc2c(F)cccc2C1 (configuration not stated)	6	6
48	CCN(C(=O)c1ccc(Br)cc1)c1ccccc1	·	3
49	O=C(NCCOc1ccccc1)c1cc(Nc2ccc(C(F)(F)F)cc2)nc2ccccc12	-3	-9
50	CCOc1ccc(N(CC(=O)NCCc2ccc(OC)c(OC)c2)S(C)(=O)=O)cc1	·	14
51	CC(C)n1c(N2CCCC2CO)nc2c(NCCc3ccc(O)cc3)ncnc21 (configuration not stated)	-4	-8
52	Cc1cnc(-c2ccc(C(=O)N3CCN(C)CC3)cc2)nc1NCCN(C(C)C)C(C)C	-5	1
53	Cn1c(Nc2cc(NCCc3ccc(O)cc3)ncn2)nc2ccccc21	10	2
54	O=C(Nc1ccc(-c2cn[nH]c2)cc1OCCN1CCOCC1)[C@H]1COc2ccccc2O1	0	4
55	COc1cc2nc(-c3c(C)noc3C)nc(N)c2cc1OC	9	1
56	Cn1cc(-c2ccc3cnc(Nc4cncnc4)c(Cl)c3c2)cn1	-70	-39
57	CN1CCN(C(=O)c2ccc(-c3nc(C(N)=O)cs3)cc2)CC1	-14	5
58	CC(C)N(CCNc1nc(Nc2ccc3ncccc3c2)nc2c1ncn2Cc1ccc(C(F)(F)F)cc1)C(C)C	32	-42
59	COc1cc(Nc2nccc(NC3CC3)n2)cc(OC)c1OC	-1	10
60	Cc1c(N2CCN(CC3CC3)C2=O)cccc1C(F)(F)F	·	2

The results go on.
nr	Molecule	ASK1 primary	ULK1 primary
61	Oc1c(I)cc(I)c2cccnc12	·	51*
62	Cc1cc(O)c(C(c2ccc(F)cc2)N2CCN(c3ccccn3)CC2)c(=O)n1Cc1ccccn1 (configuration not stated)	·	-1
63	COc1ccc(CCNC(=O)c2ccc3nc(-c4ccc(N5CCN(C)CC5)cc4)sc3c2)cc1	-50	-83
64	c1ccc(Nc2nc(NCc3cccnc3)c3[nH]cnc3n2)cc1	0	34
65	Cc1cc(NCc2cccc(C(F)(F)F)c2)nc(-c2csc3ccccc23)n1	-17	-20
66	Fc1cccc(CN2CCC[C@H]2c2nc3ccc(-c4ccncc4)cc3[nH]2)c1	-1	-5
67	CN1CCN(c2ccc(-c3cc(C(=O)Nc4ccccc4)ccn3)cc2)CC1	8	34
68	CC(C)N(CCNc1nc(-c2ccc(N3CCN(C)CC3)cc2)nc2c1ncn2C(C)C)C(C)C	11	9
69	Cc1nc(C)c(C(=O)Nc2nc(-c3ccc(Br)cc3)c(C)s2)s1	·	-14
70	Cc1ccc(-c2nc3n(c2CNC(=O)c2ccccc2C)CCS3)cc1	·	8
71	O=C(Nc1ccc(Oc2ccccc2)cc1)c1cncc(-c2csc3ccccc23)c1	1	-6
72	Cc1cccc(-c2nccc(NCCc3ccccn3)n2)c1	6	10
73	COc1ccc(CCNc2ncnc3nc(-c4ccc(N5CCOCC5)nc4)[nH]c23)cc1	15	2
74	c1cc(-n2cnc3c(NC4CC4)nc(N4CCN(Cc5ccc6c(c5)OCO6)CC4)nc32)cs1	25	-22
75	CCCNC(=O)Cn1cc(OC)c(=O)cc1CN1CCN(C(=O)c2ccco2)CC1	·	3
76	CS(=O)(=O)Nc1ccc(-c2cnc3cccc(Nc4ncc([N+](=O)[O-])s4)c3c2)cc1	23	23
77	COc1ccc2c(c1)CC(C(=O)Nc1nc3ccc(-c4cn[nH]c4C)cc3s1)CO2 (configuration not stated)	9	-7
78	COc1ccc(C2CN(Cc3ccccc3)CC2C(=O)Nc2ccc3[nH]ncc3c2)cc1 (configuration not stated)	-5	-30
79	CCCNc1nc(Nc2ccncn2)nc2c1ncn2-c1ccccc1	10	21
80	CC1=NN(CCC#N)C(=O)/C1=C/c1ccc(O)cc1	·	31
81	Oc1ccc(CCNc2nc(NCc3cccnc3)nc3c2ncn3Cc2ccc(C(F)(F)F)cc2)cc1	6	-15
82	COc1ccc2c(c1)C[C@H](C(=O)Nc1ccc(-c3cn[nH]c3)cc1N1CCC(N(C)C)CC1)NC2	-8	-1
83	CO[C@@H]1[C@@H](O[C@@H]2O[C@H](C)[C@@H](O[C@H]3C[C@@](C)(O)[C@H](O)[C@H](C)O3)[C@H](N(C)C)[C@H]2O)[C@@H](CC=O)C[C@@H](C)[C@@H](O[C@H]2CC[C@H](N(C)C)[C@@H](C)O2)/C=C/C=C/C[C@H](C)OC(=O)C[C@H]1O	·	3
84	CCN(CC)C(=O)C1CCCN(c2cccc(C(=O)NCc3cccc(C(F)(F)F)c3)n2)C1 (configuration not stated)	-6	-9
85	COc1ccc(CCNc2nc(-c3ccc(C(=O)NC4CC4)cc3)nc3c2ncn3C2CCCCC2)cc1	5	0
86	COc1ccc2c(c1)CC(c1nc(N(C)CCO)c3ccc(-c4cn[nH]c4)cc3n1)CO2 (configuration not stated)	-85	7
87	CCCNC(=O)c1ccnc(-c2ccc(C(N)=O)cc2)c1	-14	5
88	COc1ccc2c(c1)C[C@@H](C(=O)Nc1ccc(-c3cn[nH]c3)cc1O[C@@H]1CCN(C)C1)CO2	7	1
89	c1ccc(CNc2ccnc(Nc3cnccn3)n2)cc1	-6	-11
90	COc1cc2nc(-c3ccc(C(N)=O)cc3)nc(NCc3nc4ccccc4[nH]3)c2cc1OC	9	-1

Additional entries
nr	Molecule	ASK1 primary	ULK1 primary
91	O=C(NCc1nc2ccccc2[nH]1)c1cnc(NCc2ccc3c(c2)OCO3)s1	1	14
92	O=C(O)c1ccn(-c2ccnc(Nc3ccc(N4CCOCC4)cc3)c2)c1	-1	7
93	FC(F)(F)c1cccc(CNc2nc(-c3csc4ccccc34)nc3nc[nH]c23)c1	-1	-27
94	CC(C)(C)C1(O)CCN2C[C@H]3c4ccccc4CCc4cccc(c43)[C@@H]2C1 (some centres not stated)	·	1
95	Cc1cc(NCc2cccnc2)nc(-c2ccc(C(=O)NC3CC3)cc2)n1	4	8
96	Cc1nn(C)c(C)c1-c1nccc(NCc2ccccc2)n1	2	14
97	c1cc(Nc2ccc(N3CCOCC3)cc2)nc(N2CCC(N3CCOCC3)CC2)n1	9	-4
98	Cc1cc(O)c2c(c1)Cc1cccc(O)c1C2=O	·	44*
99	O=C(NCCc1ccc(O)cc1)c1csc(-c2cccs2)n1	2	1
100	COc1ccc(CCNC(=O)Cc2cn(-c3ccc(NCCCN4CCCC4=O)nn3)c3ccccc23)cc1	-5	-7
101	O=C1CCCN1CCCNc1nc(Nc2ccncn2)nc2c1ncn2C1CCCCC1	-11	4
102	CO[C@H]1C(=O)[C@]2(C)[C@@H](OC)C[C@H]3OC[C@@]3(OC(C)=O)[C@H]2[C@H](OC(=O)c2ccccc2)[C@]2(O)C[C@H](OC(=O)[C@H](O)[C@@H](NC(=O)OC(C)(C)C)c3ccccc3)C(C)=C1C2(C)C	·	-1
103	Cc1cccnc1NC(=O)c1ccccc1[N+](=O)[O-]	·	24
104	CCC(=O)/C=C/n1c(=O)oc2ccccc21	·	8
105	Cn1nnc(-c2ccc(Nc3nccc(-c4cc(C#N)cc(N5CCCC(O)C5)c4)n3)cc2)n1 (configuration not stated)	-26	-9
106	CC(=O)c1cccc(-c2nc(NCCN(C(C)C)C(C)C)c3ncn(C(C)C)c3n2)c1	8	14
107	Cc1cnc(NC2CCN(Cc3ccccc3)CC2)nc1NCCO	-11	-10
108	Cc1cc(C)cc(C(=O)NCCc2csc(-c3cccc(F)c3)n2)c1	·	-12

A different layout for four compounds above.
The line under a structure holds: ASK1 primary, ULK1 primary
106) CC(=O)c1cccc(-c2nc(NCCN(C(C)C)C(C)C)c3ncn(C(C)C)c3n2)c1
    8, 14
101) O=C1CCCN1CCCNc1nc(Nc2ccncn2)nc2c1ncn2C1CCCCC1
    -11, 4
107) Cc1cnc(NC2CCN(Cc3ccccc3)CC2)nc1NCCO
    -11, -10
86) COc1ccc2c(c1)CC(c1nc(N(C)CCO)c3ccc(-c4cn[nH]c4)cc3n1)CO2 (configuration not stated)
    -85, 7

Assay outcomes from PubChem BioAssay.
